# Screening results from PubChem.
# PAFAH1B3 inh: PAFAH1B3 (human) inhibition | AID 492972 | actives 0.28% (n = 340,000) | recombinant PAFAH1B3, FP-rhodamine probe, fluorescence polarization | inhibition, % at 3.39 µM;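 active = inhibition above the screen-wide average of all tested compounds plus 3 SD, cut at about 25% in these data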;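 note: 0% = enzyme with DMSO only and 100% = wells lacking PAFAH1B3 protein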
# LYPLA1 counter: LYPLA1 (human) inhibition in PME1 counter-screen. O75608. recombinant LYPLA1, FP-Rh probe fluorescence polarization. inhibition, % at 5.9 µM. actives 0.16% (n = 320,000). AID 2174;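 active = inhibition above the mean of all tested compounds plus 3 SD, set per campaign, cut at about 14% in these data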;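 note: inhibitors block serine hydrolase probe labeling of LYPLA1 so polarization falls; 0% = enzyme with DMSO and 100% = wells lacking LYPLA1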
# PAD4 FP inh: inhibitors of human PAD4; Q9UM07; recombinant PAD4, RCA probe fluorescence polarization; inhibition, % at 6.36 µM; actives 0.41% (n = 330,000); AID 485272;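 active = percent inhibition above a cutoff equal to the mean of all tested compounds plus 3 SD, cut at about 15% in these data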;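 note: 0% = PAD4 with RCA probe and DMSO and 100% = probe without PAD4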
# Target sequence (Q9UM07 whole entry, looked up): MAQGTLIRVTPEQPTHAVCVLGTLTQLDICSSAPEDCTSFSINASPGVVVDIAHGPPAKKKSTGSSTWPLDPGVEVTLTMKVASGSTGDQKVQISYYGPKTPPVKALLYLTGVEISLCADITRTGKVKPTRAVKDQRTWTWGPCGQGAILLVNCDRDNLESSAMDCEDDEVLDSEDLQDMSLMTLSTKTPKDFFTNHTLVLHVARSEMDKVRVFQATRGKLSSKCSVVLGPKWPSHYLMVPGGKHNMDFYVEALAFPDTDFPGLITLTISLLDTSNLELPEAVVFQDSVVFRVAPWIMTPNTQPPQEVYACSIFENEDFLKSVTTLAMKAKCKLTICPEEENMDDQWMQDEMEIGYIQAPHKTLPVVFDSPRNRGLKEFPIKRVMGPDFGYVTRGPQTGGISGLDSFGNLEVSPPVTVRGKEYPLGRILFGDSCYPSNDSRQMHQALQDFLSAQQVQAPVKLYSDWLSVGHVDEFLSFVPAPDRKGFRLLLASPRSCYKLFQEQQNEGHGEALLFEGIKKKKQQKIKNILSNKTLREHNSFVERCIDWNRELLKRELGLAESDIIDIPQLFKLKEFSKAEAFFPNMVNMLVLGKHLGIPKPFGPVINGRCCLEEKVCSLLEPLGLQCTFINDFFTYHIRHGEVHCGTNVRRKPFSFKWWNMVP
# LYPLA2 counter: blocks human lysophospholipase 2, a PME1 counter-screen; actives 0.38% (n = 320,000); AID 2177; recombinant LYPLA2, FP-Rh probe fluorescence polarization; inhibition, % at 5.9 µM;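 active = inhibition above the screen-wide mean plus 3 SD, limit set per campaign, cut at about 26% in these data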;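 note: 0% = LYPLA2 with DMSO and 100% = wells lacking LYPLA2 enzyme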
# PAFAH2 inh: inhibitors of human PAFAH2; Q99487; recombinant PAFAH2, FP-rhodamine activity probe, fluorescence polarization; inhibition, % at 3.39 µM; actives 0.99% (n = 340,000); AID 492956;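 active = inhibition above the mean over all tested compounds plus 3 SD, cut at about 30% in these data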;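 note: inhibitors block probe labeling of enzyme so polarization drops; 0% = enzyme with DMSO and 100% = wells lacking PAFAH2 protein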
# GSTO1 inh: counter-screen for RBBP9 inhibitors: inhibitors of human GSTO1; recombinant GSTO1, activity-based probe fluorescence polarization; inhibition, % at 5.96 µM; actives 1.1% (n = 300,000); AID 1974;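 active = inhibition above the campaign mean inhibition plus 3 SD, cut at about 35% in these data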;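 note: 0% = GSTO1-1 with DMSO and 100% = wells lacking GSTO1-1 enzyme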
# Target sequence (P78417 whole entry, looked up): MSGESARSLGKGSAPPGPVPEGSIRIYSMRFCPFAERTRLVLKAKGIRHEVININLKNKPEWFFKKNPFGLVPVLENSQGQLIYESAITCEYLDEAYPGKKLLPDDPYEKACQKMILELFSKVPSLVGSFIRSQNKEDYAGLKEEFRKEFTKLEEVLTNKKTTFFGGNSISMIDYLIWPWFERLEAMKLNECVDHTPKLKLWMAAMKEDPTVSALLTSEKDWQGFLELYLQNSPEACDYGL
# PREPL inh: human PREPL enzyme inhibition; Q4J6C6; recombinant PREPL, fluorescence polarization activity-based probe; inhibition, % at 5.96 µM; actives 0.68% (n = 320,000); AID 2751; in the data active = inhibition above about 43%;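 note: 0% = enzyme with DMSO and 100% = wells lacking enzyme; many of its hits are not listed in these tables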
# EBNA-1 inh: blocks EBNA-1 binding to DNA; EBNA-1 DNA binding, fluorescence polarization; inhibition, % at 14.8 µM; actives 0.34% (n = 300,000); AID 1950; in the data active = inhibition above about 28%
# ZTA DNA inh: blocks Epstein-Barr virus ZTA, an EBNA-1 counter-screen; ZTA-DNA binding, fluorescence polarization; inhibition, % at 11 µM; actives 0.15% (n = 320,000); AID 2234; in the data active = inhibition above about 33%
# Starred values were filed as active, the others as inactive; x = no result given. A portion of the library (hit frequency here may not be typical).
# Below each SMILES: PAFAH1B3 inh, LYPLA1 counter, PAD4 FP inh, LYPLA2 counter, PAFAH2 inh, GSTO1 inh, PREPL inh, EBNA-1 inh, ZTA DNA inh
CCOC(=O)C1CCCN(CC(=O)Nc2nc(-c3ccccc3)cs2)C1 (configuration not stated)
    2, -4, 0, -2, -7, -3, 4, -2, -7
CC(C)(C)OC(=O)N1CCN(C(=O)c2cccnc2Cl)CC1
    5, -3, 2, 4, 4, 4, 0, 8, 4
Cc1ccc(S(=O)(=O)N2CCN(C(=O)CN3C(=O)CNC3=O)CC2)cc1
    13, 0, -4, 3, -3, x, 3, x, 2
O=C(NCc1ccccc1)c1cc(=O)c2ccccc2o1
    5, 2, -6, 1, 9, 2, 0, -6, -5
Cc1ccc(N2CC(C(=O)N3CCN(C(=O)c4ccco4)CC3)CC2=O)cc1 (configuration not stated)
    -7, 2, -3, -1, 0, -4, 13, 8, -12
CCCc1cc(-c2nc(-c3ccc(Cl)cc3)cs2)ccn1
    -5, -8, -7, -4, -4, 3, 0, 12, 8
COc1ccc(C(=O)Nc2ccc(S(=O)(=O)NC(C)=O)cc2)cc1
    5, 0, 4, 7, 0, 0, 0, 7, -1
COc1ccc(CNc2nc3ccccc3n2Cc2ccc(C)cc2)cc1OC
    0, 0, -1, -6, -1, 3, 27, -7, -6
CCCS(=O)(=O)c1nc(S(=O)(=O)c2ccc(C)cc2)c(N2CCN(CCO)CC2)s1
    3, -4, -1, -2, 3, 2, 12, -11, -18
COc1ccc(C(=O)NCC(=O)OCC(=O)Nc2cc([N+](=O)[O-])ccc2F)cc1
    4, 1, -1, 4, 23, 17, 1, 4, -3
Cc1ccc(-c2ccc(=O)n(CCC(=O)NCc3ccccn3)n2)cc1
    0, 1, -1, 7, 0, -12, 3, -2, -4
CN(CC(=O)Nc1ccc(Cl)c(S(=O)(=O)N(C)C)c1)Cc1ccccc1
    0, -5, 2, -5, 2, 5, -8, -11, -3
CSC1=NC(C)(C)CC2(C)Nc3ccccc3N12 (configuration not stated)
    0, 3, 8, 6, 4, 0, 14, 9, 2
COc1ccc(S(=O)(=O)n2cccc2)cc1OC
    -1, -1, -1, -6, 2, 4, 10, 2, 7
COc1cc(OC)c(OC)cc1NC(=O)CC1COc2ccccc2O1 (configuration not stated)
    9, 3, 5, 6, -1, 5, 0, 9, -3
CCOP(=O)(c1ccccc1)c1nc(-c2ccccc2Cl)oc1N1CCCCC1 (configuration not stated)
    -4, 0, 2, 0, -6, 3, 5, -6, -12
CCOc1cccc(-c2nn(-c3ccccc3)cc2/C=C(/C#N)C(=O)NCCCn2ccnc2)c1
    12, -7, -1, -8, -14, -7, -10, -2, 13
Cc1ccc(NC(=O)C(Nc2cccc(C)c2)c2ccccc2)cc1 (configuration not stated)
    -7, -11, -6, -2, -5, 3, -14, 5, 8
COc1ccc2c(c1)c(CC(=O)Nc1ccc(C(C)=O)cc1)c(C)n2C(=O)c1ccc(Cl)cc1
    -9, -39, -5, -64, -47, -18, -15, 7, 11
CC(c1ccccc1)c1nnc(NC(=O)c2ccc3c(c2)OCO3)s1 (configuration not stated)
    7, 2, 0, 0, -2, 0, 4, -1, -15
CC(=O)NC1(c2nnnn2CCOC(=O)Nc2ccc(Cl)cc2)CCCC1
    9, 2, 1, 1, 5, 2, 4, -5, 20
CCc1ccccc1N(CC(=O)NC1CCCC1)C(=O)CNC(=O)c1cccs1
    3, -2, 0, -3, 0, 4, 2, 10, 21
Cc1cccc(NC(=O)N(Cc2cc3cc(C)cc(C)c3[nH]c2=O)CC2COCCO2)c1 (configuration not stated)
    -7, 4, 4, 2, 11, -7, 12, 6, -4
S=C1NCCNC(=S)NCCOCCN1
    16, 0, -3, 13, -3, -5, 9, 1, -4
O=[N+]([O-])c1cccc(CN2[C@@H](Cc3ccccc3)COCCS2(=O)=O)c1
    -1, 1, -4, 0, 13, 5, 5, -3, -5
CCOC(=O)c1sc(NC(=O)CN2CCN(c3ccccc3)CC2)nc1C
    8, -1, -6, 4, -6, 4, 6, -5, -1
CC(=O)NCCNC(=O)CCNC(=O)c1ccc(Cl)cc1
    7, -3, 9, -5, -7, 2, 4, 3, -2
Cc1nnc(SCc2cc(=O)[nH]c(/N=C(\N)Nc3ccccc3Sc3ccccc3)n2)s1
    4, -7, -2, -7, 5, -1, 0, 4, -5
CNC(=S)Nc1cc(S(=O)(=O)Nc2cc(Cl)ccc2Cl)ccc1N1CCCC1
    -4, -2, 0, 0, 12, 2, 2, 0, 8
CNC(=S)NNC(=O)c1sc2cc(C(F)(F)F)cnc2c1-c1cccnc1
    -2, -1, -5, 1, 3, -8, -44, -1, -1

# Results in PAD4 FP inh, EBNA-1 inh and LYPLA1 counter, for 3 of the compounds above:
smiles	PAD4 FP inh	EBNA-1 inh	LYPLA1 counter
COc1ccc(CNc2nc3ccccc3n2Cc2ccc(C)cc2)cc1OC	-1	-7	0
CC(c1ccccc1)c1nnc(NC(=O)c2ccc3c(c2)OCO3)s1 (configuration not stated)	0	-1	2
COc1ccc2c(c1)c(CC(=O)Nc1ccc(C(C)=O)cc1)c(C)n2C(=O)c1ccc(Cl)cc1	-5	7	-39

# Sorted by heavy-atom count (lowest first): some entries from above
# Below each SMILES: PAFAH1B3 inh, LYPLA1 counter, PAD4 FP inh, LYPLA2 counter, PAFAH2 inh, GSTO1 inh, PREPL inh, EBNA-1 inh, ZTA DNA inh
S=C1NCCNC(=S)NCCOCCN1
    16, 0, -3, 13, -3, -5, 9, 1, -4
O=C(NCc1ccccc1)c1cc(=O)c2ccccc2o1
    5, 2, -6, 1, 9, 2, 0, -6, -5
CN(CC(=O)Nc1ccc(Cl)c(S(=O)(=O)N(C)C)c1)Cc1ccccc1
    0, -5, 2, -5, 2, 5, -8, -11, -3

# Five compounds out of the list above, ordered by the value under PAFAH2 inh, largest number first.
compound,PAFAH1B3 inh,PAD4 FP inh,PAFAH2 inh,PREPL inh,EBNA-1 inh
CC(C)(C)OC(=O)N1CCN(C(=O)c2cccnc2Cl)CC1,5,2,4,0,8
CCCS(=O)(=O)c1nc(S(=O)(=O)c2ccc(C)cc2)c(N2CCN(CCO)CC2)s1,3,-1,3,12,-11
Cc1ccc(NC(=O)C(Nc2cccc(C)c2)c2ccccc2)cc1 (configuration not stated),-7,-6,-5,-14,5
CCOC(=O)C1CCCN(CC(=O)Nc2nc(-c3ccccc3)cs2)C1 (configuration not stated),2,0,-7,4,-2
CCOc1cccc(-c2nn(-c3ccccc3)cc2/C=C(/C#N)C(=O)NCCCn2ccnc2)c1,12,-1,-14,-10,-2

# Next records follow:
# Below each SMILES: PAFAH1B3 inh, LYPLA1 counter, PAD4 FP inh, LYPLA2 counter, PAFAH2 inh, GSTO1 inh, PREPL inh, EBNA-1 inh, ZTA DNA inh
O=C(Nc1cccc(S(=O)(=O)N2CCCC2)c1)c1ccc2c(c1)OCO2
    6, 0, -3, -3, 8, -2, 12, -5, -16
CCCCOC(=O)Nc1nnc(CCc2ccccc2)s1
    4, 2, -3, 11, -1, -9, -2, 5, -3
O=C(O)C[C@H]1c2cc(C(F)(F)F)ccc2S(=O)(=O)N1C1CCCC1
    -10, 0, -3, -8, 2, -6, 1, -1, 9
S=C(NC1CC1)N1CCN(C(=S)NC2CC2)CC1
    1, 0, -4, 3, -14, -1, 5, -2, -2
CN(C)C(=O)c1cc(C(=O)c2ccc(Cl)cc2Cl)c[nH]1
    2, -2, -4, -5, 1, 0, 10, 4, 5
CCCCNC(=O)N1CCN(c2ccnc3cc(Cl)ccc23)CC1
    -1, 11, 1, 22, -10, -4, -1, 1, 5
CN1CCN(c2nc3c(c(=O)n(C)c(=O)n3C)n2Cc2ccccc2F)CC1
    3, 3, -2, 1, -2, -2, 25, -18, -2
COc1ccc(NS(=O)(=O)c2cc(NC(=O)c3cncc(Br)c3)ccc2OC)cc1
    4, x, -2, x, 1, x, -5, x, x
CC1(C)CC(=O)C(N=Nc2ccc3ncsc3c2)=C(O)C1
    -2, 2, -3, 0, -3, -4, 0, 10, 0
O=C(Nc1ncnc2sc3c(c12)CCC3)c1ccco1
    13, -2, 2, 1, 3, 3, 2, 3, 2
CC(C)c1ccc(C(=O)Nc2ccc(CN3CCOCC3)cc2)cc1
    7, -3, 1, 3, -11, 4, 26, -7, 7
COc1ccc(-c2nc3ccccc3nc2-c2ccc(OC)c(OC)c2)cc1OC
    4, -6, 0, 2, -1, 2, -4, -3, -7
CCOc1ccccc1N1CC(C(=O)Nc2ccccc2N2CCCC2)CC1=O (configuration not stated)
    3, -1, -1, 9, -2, 9, 17, -3, -1
Cc1c(NC(=S)NNC(=O)CCC(=O)O)c(=O)n(-c2ccccc2)n1C
    1, 0, -1, 3, 3, -5, 8, 0, 7
CC(=C1C2C=CC1C1C(=O)NC(=O)C21)c1ccccc1 (configuration not stated)
    7, -1, -2, -5, -1, -5, 10, -12, -10
CN(Cc1ccccc1)C(=S)Nc1cccnc1
    6, 3, 1, 5, 4, 7, 4, 7, 3
Cc1ccccc1NS(=O)(=O)c1ccc(Cl)cc1
    4, -1, -3, -7, 1, -1, -25, 1, 7
COCc1nnc(NS(=O)(=O)c2c(C)cc(C)cc2C)s1
    8, -2, -4, -7, -1, 1, 11, 13, 10
Cc1ccc(C)c2[nH]c(=O)c(CN(Cc3ccco3)C(=O)Nc3ccccc3)cc12
    6, -2, -3, -7, 0, 4, -7, 6, 12
COc1ccc(S(=O)(=O)N2CCC(C(N)=O)CC2)c2ccccc12
    10, 3, -2, -1, 6, -6, 16, -14, -6
CCOc1ccc(-c2c(C(=O)N/N=C/c3ccncc3)nnn2-c2nonc2N)cc1
    7, -5, 0, -6, 9, 4, 10, -9, -2
CC(C)(C)c1ccc(C(=O)NC(CC(=O)O)c2ccc(OC3CCCC3)cc2)cc1 (configuration not stated)
    11, -2, 1, 6, 9, 3, -11, 8, 12
O=C1NCCc2c1[nH]c1ccc([N+](=O)[O-])cc21
    -3, 1, -6, 6, 4, -6, 5, -6, -3
CC1CCN(C(=O)/C=C/c2ccc(C(C)(C)C)cc2)CC1
    4, -1, 4, 1, 8, -4, 12, -1, -3
CC(=O)Nc1ccc(S(=O)(=O)NNC(=O)c2sc(=S)n(C)c2C)cc1
    4, 1, -2, 4, 0, 0, -2, 2, 3
Cc1cc(S(=O)(=O)N2CCN(c3ccc(F)cc3)CC2)ccc1-n1cnnn1
    11, 5, 3, 6, 5, 2, -52, 12, -6
COc1ccc(/C=C(\C#N)C(=O)OCC(=O)NCc2ccccc2)cc1
    0, 0, 5, -2, -6, 9, 2, -6, -8
Cc1ccc(-c2nn(-c3ccccc3)cc2/C=N/NC(=O)c2ccc(Br)o2)cc1
    11, -14, 2, -29, -20, -21, 16, 2, 5
CC(=O)/C=C\c1ccc(OC(=O)c2cccnc2)cc1
    17, -1, -2, 1, 7, 1, -6, 1, 4
CC(C)(Nc1ccccc1)C(=O)c1ccccc1
    8, 2, 1, 3, 1, -7, 3, 1, 7

# (more compounds)
# Below each SMILES: PAFAH1B3 inh, LYPLA1 counter, PAD4 FP inh, LYPLA2 counter, PAFAH2 inh, GSTO1 inh, PREPL inh, EBNA-1 inh, ZTA DNA inh
N=C(N)SCc1cn2ccccc2n1
    8, -2, 0, -4, 3, 3, -1, 1, 5
Cc1cc(C)cc(OCC(=O)N2CCCCCC2)c1
    -3, -2, -1, 5, 0, 4, 11, 10, 7
C/C(=C\c1ccc2c(c1)OCO2)C(=O)c1c(C)cc(C)[nH]c1=O
    11, 1, -10, -1, -8, -10, 6, -11, -2
Cc1ccc(NC(=O)c2c(Cl)n(C)c3ccccc23)cc1
    5, 1, 2, 4, -2, 12, 6, 4, -9

# Rewritten with tabs: two of the compounds above
SMILES	PAFAH1B3 inh	LYPLA1 counter	PAD4 FP inh	LYPLA2 counter	PAFAH2 inh	GSTO1 inh	PREPL inh	EBNA-1 inh	ZTA DNA inh
COc1ccc(NS(=O)(=O)c2cc(NC(=O)c3cncc(Br)c3)ccc2OC)cc1	4	x	-2	x	1	x	-5	x	x
CC1(C)CC(=O)C(N=Nc2ccc3ncsc3c2)=C(O)C1	-2	2	-3	0	-3	-4	0	10	0
